Screening data from PubChem BioAssay.
Pin1 inhibitor = qHTS Assay to Find Inhibitors of Pin1 | Peptidyl-prolyl cis-trans isomerase NIMA-interacting 1 (Homo sapiens), Q13526 | Potency, µM (doses to about 115 µM), for inactives: at the top dose activity, negative = inhibition, most hits filed as inhibitors | Pin1 FP peptide displacement, HiFluor488, 10 min | hit rate 0.009% among 390,000; active means well fitted inhibition curve with a large enough effect in the polarisation, with a control signal flat, not every such curve was filed as active; inconclusive means small, poorly fitted or top-dose-only effect, or effect the other way, or a change in a side signal; inactive means no such curve, though single readings can be large or run the other way; the % refers to the polarisation; further: potency means the concentration at half of the fitted maximal effect; on the % scale 0 is the no-effect control and ±100 the full control effect
Target sequence (Q13526 whole entry, looked up): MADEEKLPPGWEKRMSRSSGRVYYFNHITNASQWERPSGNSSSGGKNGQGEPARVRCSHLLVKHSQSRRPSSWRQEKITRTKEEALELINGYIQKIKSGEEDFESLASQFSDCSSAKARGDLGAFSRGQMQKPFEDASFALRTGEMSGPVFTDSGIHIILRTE
USP1-UAF1 inh = Inhibitors of USP1/UAF1: Primary Screen; recombinant USP1/UAF1, Ub-Rhodamine cleavage fluorescence; Potency, µM (top dose mostly 57.1 µM), without a hit: at the top dose activity change, negative = inhibition, actives largely listed as inhibitors; hit rate 0.23% among 390,000; AID 743255, 2014; further: potency means the concentration at half of the fitted maximal effect; on the % scale 0 is the no-effect control and ±100 the full control effect; nearly all actives have a fitted effect of over 60% in size; inactives centre near -12
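USP1/UAF1 complex (1 nM) preincubated 15 min at room temperature with compound, then Ub-Rho substrate (150 nM final) added. Kinetic fluorescence at 480/540 nm over 6 reads at 60 s intervals; 50 mM HEPES pH 7.8, 0.5 mM EDTA, 0.1 mg/ml BSA, 1 mM TCEP, 0.01% Tween-20.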
rTrxR1 inhibitor = qHTS Assay for Inhibitors of Mammalian Selenoprotein Thioredoxin Reductase 1 (TrxR1): qHTS. Potency, µM (doses to about 114 µM), without a hit: at the highest dose activity change, negative = inhibition, most hits filed as inhibitors. Thioredoxin reductase 1, cytoplasmic (Rattus norvegicus), O89049. hit rate 1% among 390,000. recombinant rTrxR1, NADPH fluorescence consumption, selenite substrate; further: potency means the concentration at half of the fitted maximal effect; on the % scale 0 is the no-effect control and ±100 the full control effect; nearly all actives have a fitted effect of over 65% in size
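Rat TrxR1 (90 nM in the dispensed reagent) was pre-reduced with 400 uM NADPH for 5 min at room temperature, then incubated with compound for 15 min. After 400 uM selenite was added, NADPH fluorescence (Ex 340/Em 450 nm) was followed for 8 min.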
D2 antag = HTS Assay for Allosteric Antagonists of the Human D2 Dopamine Receptor: Primary Screen for Antagonists; D(2) dopamine receptor (Homo sapiens), P14416; HEK293 TREx D2 cells, calcium flux, dopamine EC80; inhibition, % at 10 µM; hit rate 2% among 340,000; AID 485344, 2010; in the data active means inhibition above about 30%; further: 0% is about no effect
Target sequence (P14416 whole entry, looked up): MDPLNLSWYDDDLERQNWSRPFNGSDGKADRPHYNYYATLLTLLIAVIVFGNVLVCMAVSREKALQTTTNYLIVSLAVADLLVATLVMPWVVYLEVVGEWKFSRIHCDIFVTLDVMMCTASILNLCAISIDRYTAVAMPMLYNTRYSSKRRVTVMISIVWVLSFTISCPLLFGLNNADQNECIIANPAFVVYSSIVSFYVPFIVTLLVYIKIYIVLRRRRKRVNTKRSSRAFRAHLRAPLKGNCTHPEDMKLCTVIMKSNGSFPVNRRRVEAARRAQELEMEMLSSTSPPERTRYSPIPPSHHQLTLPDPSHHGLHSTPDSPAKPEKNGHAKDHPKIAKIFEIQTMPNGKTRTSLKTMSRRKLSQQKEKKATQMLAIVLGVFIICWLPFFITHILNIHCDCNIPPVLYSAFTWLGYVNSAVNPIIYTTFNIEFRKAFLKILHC
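Compounds are added to dye-loaded, induced HEK293 T-REx cells coupled to calcium release via D2; after a 3 min kinetic read an EC80 dopamine stimulus is given and fluorescence is recorded for 3 more min.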
TRHR ag = qHTS for Small Molecule Agonists and Allosteric Enhancers of Human TRH Receptor: Primary Screen for Agonists; Thyrotropin-releasing hormone receptor (Homo sapiens), P34981; TRHR cells, calcium flux fluo-8, FDSS agonist mode; activation, % at 2 µM; hit rate 0.18% among 360,000; AID 493084, 2011; in the data active means activation above about 30%; further: 0% is about no effect
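Steps: seed TRHR cells overnight; add fluo-8 no-wash Ca dye, RT 30 min–1.5 h; record 10 s baseline; pin-transfer compounds; monitor fluorescence 1 cycle/s for the agonist window. Calcium increases flag candidate agonists.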
TrxR1 substrate = qHTS Assay for Substrates of Mammalian Selenoprotein Thioredoxin Reductase 1 (TrxR1): qHTS. Thioredoxin reductase 1, cytoplasmic (Rattus norvegicus), O89049. hit rate 0.01% among 390,000. Potency, µM (top dose mostly 114 µM), inactives show at the highest dose activity change, negative = substrate turnover. purified TrxR1 substrate turnover, NADPH consumption readout. AID 588456, 2011; further: potency means the concentration at half of the fitted maximal effect; on the % scale 0 is the no-effect control and ±100 the full control effect; nearly all actives have a fitted effect of over 50% in size
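Rat TrxR1, dispensed at 90 nM, was prereduced with 400 uM NADPH (final) for 5 min at ~22 deg C, then incubated with compound 15 min before 400 uM selenite. A first-read NADPH fluorescence drop versus no-compound background flagged substrates.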
mIDH1 inhibitor = qHTS for Inhibitors of mutant isocitrate dehydrogenase 1 (IDH1): qHTS. AID 602179, 2012. IDH1-R132H enzyme, NADPH consumption, diaphorase/resazurin fluorescence. Potency, µM (doses to about 76.6 µM), for inactives: at the highest dose activity change, negative = inhibition, hits mostly inhibitors. hit rate 0.093% among 390,000; further: potency means the concentration at half of the fitted maximal effect; on the % scale 0 is the no-effect control and ±100 the full control effect; nearly all actives have a fitted effect of over 65% in size
Target sequence (O75874 whole entry R132H, stated change not applied): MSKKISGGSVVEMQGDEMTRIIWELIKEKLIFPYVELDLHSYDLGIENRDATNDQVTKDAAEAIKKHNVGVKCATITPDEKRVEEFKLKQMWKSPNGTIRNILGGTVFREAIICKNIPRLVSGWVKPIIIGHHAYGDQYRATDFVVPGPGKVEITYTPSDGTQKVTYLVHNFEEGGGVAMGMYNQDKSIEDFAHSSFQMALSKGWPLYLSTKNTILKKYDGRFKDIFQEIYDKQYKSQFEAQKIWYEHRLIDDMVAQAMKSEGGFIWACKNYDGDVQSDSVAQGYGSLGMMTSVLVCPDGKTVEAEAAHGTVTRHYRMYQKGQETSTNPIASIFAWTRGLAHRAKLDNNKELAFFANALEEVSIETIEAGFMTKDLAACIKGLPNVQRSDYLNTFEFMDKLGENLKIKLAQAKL
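IDH1-R132H (0.5 ug/mL) preincubated 30 min with compound, then NADPH (0.016 mM) and alpha-KG (2 mM) added; 80 min at RT, pH 7.5. Remaining NADPH coupled via diaphorase/resazurin to fluorescence (540/590 nm); concentration-response curves normalized to no-enzyme control.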
D2 ag = HTS Assay for Allosteric Agonists of the Human D2 Dopamine Receptor: Primary Screen for Agonists; D(2) dopamine receptor (Homo sapiens), P14416; HEK293 T-REx D2 cells, calcium flux agonist mode; activation, % at 2 µM; hit rate 0.53% among 340,000; AID 485358, 2010;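 active means activation over 3 SD above normal in the single-dose calcium agonist read, cut at about 30% in these data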; further: 0% is about no effect
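Agonism scored from kinetic calcium signal (1 read/sec, 180 s) following compound pin transfer, after a 10 s baseline. Cells: HEK293 Trex line expressing inducible D2 receptor coupled to calcium, dye-loaded after overnight culture at 30 C.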
TRHR PAM = qHTS for Small Molecule Agonists and Allosteric Enhancers of Human TRH Receptor: Primary Screen for Enhancers; Thyrotropin-releasing hormone receptor (Homo sapiens), P34981; TRHR cells, fluo-8 calcium fluorescence, EC20 TRH enhancement; enhancement, % at 2 µM; hit rate 0.66% among 360,000; AID 493056, 2011; in the data active means enhancement above about 30%; further: 0% is about no effect
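Enhancer read-out: after compound pinning and an initial kinetic agonist-mode read, an EC20 of TRH (10 nM final) was injected and fluo-8 calcium signal (Ex 480/Em 530) followed at 1 s/cycle for 100 cycles in TRHR-expressing cells.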
Starred values were filed as active, the others as inactive; & = joins results of further samples; ! = repeats disagree; [ ] = remark or other dose. Unless noted, the call rests on the fitted dose curve; in most records, active means well fitted inhibition curve with a large enough effect; inconclusive means small, poorly fitted or top-dose-only effect; inactive means no such curve, though single readings can be large or run the other way.

Screening Cc1ccc(C(=O)NC2(C(F)(F)F)N=C3SCCN3C2=O)cc1 (stereo not drawn) returned Pin1 inhibitor -2%, USP1-UAF1 inh -6%, rTrxR1 inhibitor 15%[57.1 µM], D2 antag -28, TRHR ag 3.0, TrxR1 substrate 2%, mIDH1 inhibitor -5%, D2 ag 0.9 and TRHR PAM -8.
CCC(C)C(NC(=O)C(N)CC(C)C)C(=O)NC(CCC(=O)OCc1ccccc1)C(N)=O (stereo not drawn) was read as Pin1 inhibitor 0%, USP1-UAF1 inh 7%, rTrxR1 inhibitor -10%, D2 antag -16, TRHR ag 0.1, TrxR1 substrate -3%, mIDH1 inhibitor 4%, D2 ag 0.5 and TRHR PAM -4.
`CCN1CCOC(=O)C1CC(=O)Nc1cc(Cl)ccc1OC` (stereo not drawn) gave Pin1 inhibitor 4%, USP1-UAF1 inh -4%, rTrxR1 inhibitor 11µM*, TRHR ag 1.0, TrxR1 substrate 7%, mIDH1 inhibitor -8%, D2 ag -0.3 and TRHR PAM 0.
`Nc1ccc(C(=O)OCc2ccncc2)cc1[N+](=O)[O-]` gave Pin1 inhibitor 0%, USP1-UAF1 inh -25%, rTrxR1 inhibitor 11%, D2 antag 26, TRHR ag -0.1, TrxR1 substrate -1%, mIDH1 inhibitor 6%, D2 ag 2.0 and TRHR PAM -2.
For Cc1ccc(Cl)cc1NC(=S)N(CCCN1CCN(C)CC1)Cc1ccco1 the results were Pin1 inhibitor -14%, USP1-UAF1 inh -8%, rTrxR1 inhibitor 12%[57.1 µM], D2 antag 71*, TRHR ag 0.5, TrxR1 substrate 4%[57.1 µM], mIDH1 inhibitor 7%, D2 ag 0.1 and TRHR PAM 8.
Screening Cc1c(NC(=O)CSc2nc3ccccc3c(=O)n2C(C)C)c(=O)n(-c2ccccc2)n1C returned Pin1 inhibitor -3%, USP1-UAF1 inh -19%, rTrxR1 inhibitor 23%, D2 antag -10, TRHR ag -0.3, TrxR1 substrate 7%, mIDH1 inhibitor -1%, D2 ag 0.5 and TRHR PAM -2.
Screening C[n+]1cc2c3c(ccc2c2ccc4cc5c(cc4c21)OCO5)OCO3 returned Pin1 inhibitor -8%&6%, rTrxR1 inhibitor inconclusive, TRHR ag 3.6, TrxR1 substrate 33%[activator][57.1 µM] and TRHR PAM -2.
For O=C1CCCC2=C1C1(CCCC1)N=C(Nc1nc3ccccc3o1)N2 the results were Pin1 inhibitor -2%&-1%, D2 antag 7, TRHR ag 0.0, D2 ag -0.7 and TRHR PAM 1.
For O=C(O)c1cc(-c2ccco2)nc2ccc(Br)cc12 the results were Pin1 inhibitor -4%, USP1-UAF1 inh inconclusive, rTrxR1 inhibitor 1.3µM*!, D2 antag -4&-27, TRHR ag 0.4&-2.0, TrxR1 substrate 0%&41%, mIDH1 inhibitor 14%&21%, D2 ag 0.0&-2.7 and TRHR PAM 0&4.
`CC1(C)OC(=O)C(=CNc2ccccc2F)C(=O)O1` gave Pin1 inhibitor -18%, USP1-UAF1 inh -5%, rTrxR1 inhibitor 9%, D2 antag -17, TRHR ag 0.0, TrxR1 substrate -7%, mIDH1 inhibitor 4%, D2 ag 0.7 and TRHR PAM -1.
Screening Cc1nn(-c2ccc(F)cc2)c2c1cc(C#N)c1nc3ccccc3n12 returned Pin1 inhibitor 19%, USP1-UAF1 inh -14%, rTrxR1 inhibitor 2%, D2 antag -10, TRHR ag -0.6, TrxR1 substrate 25%, mIDH1 inhibitor 1%, D2 ag -2.0 and TRHR PAM 4.
O=C(NC(=O)c1ccccc1Cl)Nc1ccc(-c2cnco2)cc1 was read as Pin1 inhibitor 0%, USP1-UAF1 inh -18%, rTrxR1 inhibitor 24%, D2 antag -5, TRHR ag 0.5, TrxR1 substrate 7%, mIDH1 inhibitor -1%, D2 ag 0.8 and TRHR PAM -3.
O=C(Nc1ccc(NC(=O)C2CC2)cn1)c1ccccc1Cl was read as Pin1 inhibitor -9%, USP1-UAF1 inh -22%, rTrxR1 inhibitor 5%[57.1 µM], D2 antag 23, TRHR ag -0.6, TrxR1 substrate 0%, mIDH1 inhibitor 3%, D2 ag -0.3 and TRHR PAM 18.
`CCOC(=O)C1CCCCN1Cc1ccccc1C(F)(F)F` (stereo not drawn) gave Pin1 inhibitor -8%, USP1-UAF1 inh -6%, rTrxR1 inhibitor 10%, D2 antag 12, TRHR ag 0.8, TrxR1 substrate 0%, mIDH1 inhibitor 2%, D2 ag 0.7 and TRHR PAM -9.
Screening CCc1ccc(C2C(C#N)=C(N)C(C#N)(C#N)C3=CCC(C(C)(C)C)CC32)cc1 (stereo not drawn) returned Pin1 inhibitor inconclusive, USP1-UAF1 inh inconclusive, rTrxR1 inhibitor inconclusive, D2 antag -21, TRHR ag 1.1, TrxR1 substrate 1%, mIDH1 inhibitor 37µM*, D2 ag 0.6 and TRHR PAM 3.
`COc1ccc(CCC(C)N2CCC(CO)(Cc3ccccc3)CC2)cc1` (stereo not drawn) gave Pin1 inhibitor -10%, USP1-UAF1 inh -18%, rTrxR1 inhibitor 4%, D2 antag -16, TRHR ag -2.9, TrxR1 substrate -4%, mIDH1 inhibitor 0%, D2 ag 19 and TRHR PAM 10.
`CCOc1ccc(CNC(=O)c2ccc3c(c2)c(C)c(C)n3C)cc1` gave Pin1 inhibitor 31%[activator], USP1-UAF1 inh inconclusive, rTrxR1 inhibitor 7%[57.1 µM], TRHR ag 0.0, TrxR1 substrate -1%[57.1 µM], mIDH1 inhibitor -3% and TRHR PAM 5.
For Cc1nn2c(=O)cc(COC(=O)COc3ccc(F)cc3)nc2s1 the results were Pin1 inhibitor -5%, USP1-UAF1 inh -16%, rTrxR1 inhibitor 17%[57.1 µM], TRHR ag 0.3, TrxR1 substrate 5%[57.1 µM], mIDH1 inhibitor 27%, D2 ag -0.4 and TRHR PAM 0.
CN(C(=O)CSc1nnc(Cc2ccccc2F)n1N)C1CCS(=O)(=O)C1 (stereo not drawn) was read as Pin1 inhibitor 2%, USP1-UAF1 inh -4%, rTrxR1 inhibitor 4%[57.1 µM], D2 antag 9, TRHR ag -0.4, TrxR1 substrate 9%[57.1 µM], mIDH1 inhibitor 1%, D2 ag -2.1 and TRHR PAM -5.
`CC(C)[C@H](NC(=O)[C@@H]1CSC2c3ccccc3C(=O)N21)C(=O)N1CCCCC1` (stereo partly drawn) gave Pin1 inhibitor -4%, USP1-UAF1 inh -23%, rTrxR1 inhibitor 22%, D2 antag 9, TRHR ag 1.4, TrxR1 substrate 3%, mIDH1 inhibitor 4%, D2 ag 0.4 and TRHR PAM -4.
Screening O=C(NN=C1CCN(Cc2ccccc2)CC1)c1cccc(S(=O)(=O)Nc2ccccc2Cl)c1 returned Pin1 inhibitor 2%, USP1-UAF1 inh -3%, rTrxR1 inhibitor -29%, D2 antag -7, TRHR ag -0.7, TrxR1 substrate -6%, mIDH1 inhibitor 6%, D2 ag -0.9 and TRHR PAM 8.
Screening O=C(NC1CCN(C(=S)Nc2ccc(F)cc2)CC1)c1ccco1 returned Pin1 inhibitor 11%, USP1-UAF1 inh inconclusive, rTrxR1 inhibitor 0%, D2 antag 15, TRHR ag -1.0, TrxR1 substrate -2%, mIDH1 inhibitor -10%, D2 ag 1.9 and TRHR PAM 14.
O=C(NCc1ccccn1)c1cc(Br)ccc1Cl was read as Pin1 inhibitor 2%, USP1-UAF1 inh -12%, rTrxR1 inhibitor 0%[57.1 µM], D2 antag -21, TRHR ag 0.3, TrxR1 substrate -2%[57.1 µM], mIDH1 inhibitor -2%, D2 ag -0.2 and TRHR PAM -4.
For O=C1C2C(C(=O)N1c1nccs1)C1C=CC2C12CC2 (stereo not drawn) the results were Pin1 inhibitor 1%, USP1-UAF1 inh 0%, rTrxR1 inhibitor 26%, D2 antag -26, TRHR ag 0.4, TrxR1 substrate 1%, mIDH1 inhibitor -1%, D2 ag -0.3 and TRHR PAM -3.
For COc1cccc(N(C(=O)Cn2nnc3ccccc32)C(C(=O)NCc2ccco2)c2cccnc2)c1 (stereo not drawn) the results were Pin1 inhibitor 2%, USP1-UAF1 inh -17%, rTrxR1 inhibitor 2%[57.1 µM], D2 antag 3, TRHR ag -0.3, TrxR1 substrate 7%[57.1 µM], mIDH1 inhibitor 0%, D2 ag 0.1 and TRHR PAM 9.
Screening CCc1nnc(SCC(=O)Nc2ccc(N3CCN(S(C)(=O)=O)CC3)cc2)o1 returned Pin1 inhibitor 1%, USP1-UAF1 inh inconclusive, rTrxR1 inhibitor 4%, TRHR ag 0.1, TrxR1 substrate -3%, mIDH1 inhibitor 0% and TRHR PAM -3.

These rows are one share of the data; the hit share may differ from the screen's.
